Screening results from PubChem BioAssay.
All columns: NCI-60 one-dose screen, growth in % after 48 h at 10 µM unless noted; 100 = growth as untreated, 0 = no growth, -100 = all killed.
HL-60(TB) – HL-60(TB) leukemia cells; 78,000 tested, 9% active; active = growth percent below 10
Numbers without * were called inactive; & = joins results of further samples; [ ] = another dose, or the depositor's remark.

molecule | HL-60(TB)
C/C(=N\N1C(=O)c2ccccc2NC1c1ccc(Cl)cc1)c1c(O)cc(C)oc1=O (stereo not drawn) | 88.6
CC(=O)OCC1C(C)C=CC(C)C1COC(C)=O (stereo not drawn) | 88.5&112.6
COc1cccc(C2(Cc3cccc(Cl)c3)C(=O)Nc3cccc(Cl)c32)c1 (stereo not drawn) | 80.0
CC1(C)CC(=O)c2c(nc(Nc3nc4ccccc4s3)nc2-c2ccc(Cl)cc2Cl)C1 | 105.6
COc1ccc(Sc2[nH]c(C=O)c3ccccc23)cc1 | 14.7
COC(=O)C1([N+](=O)[O-])CC(c2ccc3ccccc3c2)ON(c2ccccc2)C1c1ccccc1 (stereo not drawn) | 93.1
Nc1cc(-c2c[nH]c3ccc(Cl)cc23)nc2cc(-c3c[nH]c4ccccc34)nn12 | -18.2*
O=C(Nc1cnc(Nc2ccc(N3CCOCC3)nc2)nc1Oc1ccc(C(F)(F)F)cc1)c1ccncc1 | 98.6
COc1ccc(N2C(=O)CCC2C(=O)Nc2ccccc2OC)cc1 (stereo not drawn) | 85.7
Clc1ccccc1Cn1cc(CSc2nc3ccccc3o2)nn1 | 91.0
COCCNc1nc2ccccc2c2c(=O)c3cc(F)ccc3sc12 | 104.9
Nc1nc(CSCC(=O)N/N=C/c2ccccc2F)nc(Nc2ccccc2F)n1 | 55.1
CN(C)CCCOc1nn(Cc2ccccc2)c2ccccc12 | 89.3
COc1ccc2c(CSc3nc(Cl)c(C#N)c(-c4ccc(Cl)cc4)n3)cc(=O)oc2c1 | 96.2
O=C1CC(O)C(Cc2ccccc2)N1 (stereo not drawn) | 105.0
CC(C)C1=CC2=C(C=O)C[C@@H]3[C@](C)(CCC[C@@]3(C)C(=O)OCC#CCN3CCOCC3)[C@H]2CC1 | 71.4
CCOC(=O)c1c(C)oc2ncnc(Nc3ccc(NC(=O)Nc4ccc(CC)cc4)cc3)c12 | 102.9
CCCCCCn1c(-c2ccc(C(=O)O/N=C(\N)c3ccc(Cl)cc3)cc2)nc(-c2ccccc2)c1-c1ccccc1 | 91.9
Cc1nc(-n2[nH]c(=O)ccc2=O)sc1N=Nc1ccc(Cl)cc1 | 99.9
COc1ccc2[nH]cc(-c3nc(N)nnc3-c3cn(C)c4ncccc34)c2c1 | 15.1
CCOC(=O)C(Cc1ccccc1)n1c(O)c(C=Nc2ccccc2)sc1=S (stereo not drawn) | 65.7
CCCCNC(=O)CCC | 96.9
CCc1ccccc1OP(=O)(Oc1ccccc1CC)Oc1ccccc1CC | 101.2
COc1ccc2c(c1)c(-c1nc(-c3ccsc3)cs1)cn2C | 97.7
O=C(NCO)NCOCn1c(=O)n(CO)c(=O)n(CO)c1=O | 106.6
C[C@@H](C[C@H](CCOC(=O)N(C)C)c1ccccc1)c1ccc2ccccc2c1 | 91.8
CCN(CC)CCCOC(=O)c1cc2ccccc2s1 | 116.9
CCCCOc1ccc(/C=N/NC(N)=S)cc1 | 60.5
CC(=O)Nc1ccc2c(c1)C(NC(=O)/C=C\C(=O)O)c1ccccc1-2 (stereo not drawn) | 104.8
Cn1cc(-c2ccc3cc(-c4ccc(CC(=O)Nc5cc(C(C)(C)C)on5)cc4)cnc3c2)cn1 | -14.3*
CC(C)/C=C/CC[C@](C)(O)[C@H]1CC[C@]2(C)[C@@H]1CC[C@@H]1[C@@]3(C)C/C(=C/c4ccncc4)C(=O)C(C)(C)[C@@H]3CC[C@]12C | 49.3
CCOC(=O)C(Nc1ccccc1)C(=O)OCC | 101.0
CC(=O)O[C@@H]1[C@H](OC(=O)c2c(C)cc(O)cc2O)[C@@H](CO)O[C@H]1n1ccc(=O)[nH]c1=O | 92.2
Oc1ccc(Cc2ccc(O)c(C3CC(c4ccc5c(c4)OCO5)=NN3)c2)cc1C1CC(c2ccc3c(c2)OCO3)=NN1 (stereo not drawn) | 83.7
Cc1cc(C)nc(NS(=O)(=O)c2ccc(NC(=O)Nc3cc(Cl)ccc3Cl)cc2)n1 | 97.6
CC(C)C(C(=O)N(C)CC(O)c1ccc(O)c(O)c1)N1C(=O)/C(=C/c2ccc(Br)cc2)SC1=S (stereo not drawn) | 102.7
CC(=O)N1c2ccccc2Sc2ccc3ccccc3c21 | 79.5
CCC(C)C(C(=O)O)N1C(=O)/C(=C/c2ccc3c(c2)CCCN3C)SC1=S (stereo not drawn) | 100.9
CC1(C)CC2C3=CCC4[C@@]5(C)CC/C(=N\O)C(C)(C)C5CC[C@@]4(C)[C@]3(C)CC[C@@]2(C(=O)O)[C@H](O)C1 (stereo partly drawn) | 98.2
O=[N+]([O-])c1ccc(S(=O)(=O)OCCCCOS(=O)(=O)c2ccc([N+](=O)[O-])cc2)cc1 | 101.2
Cc1ccc(S(=O)(=O)NC(=S)Nc2ccccc2)cc1 | 92.3
COC(=O)c1ccc[n+](C)c1 | 92.7
CS(=O)(=O)c1ccc(-c2nc3cc(Cl)ccc3n2CC(=O)NO)cc1 | 91.9
C=C(C)[C@@H]1CC[C@]2(C(=O)N3CCN(CC)CC3)CC[C@]3(C)[C@H](CC[C@@H]4[C@@]5(C)CC[C@H](O)C(C)(C)[C@@H]5CC[C@]43C)[C@@H]12 | 98.6
O=C1CN(/C=C(\c2ccccc2)S(=O)Cc2ccccc2)C(=S)N1 (stereo not drawn) | 105.8
CCCCSCSCCCC | 104.6
CCn1c2ccccc2c2cc(NC(=O)N3CCCCC3)ccc21 | 92.9
CC1(C)CC[C@]2(C(=O)OC(=O)[C@]34CCC(C)(C)C[C@@H]3C3=CC[C@@H]5[C@@]6(C)CCC(=O)C(C)(C)[C@@H]6CC[C@@]5(C)[C@]3(C)CC4)CC[C@]3(C)C(=CC[C@@H]4[C@@]5(C)CCC(=O)C(C)(C)[C@@H]5CC[C@]43C)[C@H]2C1 | 6.4*[100 µM]
CC(=O)c1ccccc1OC(F)(F)C(F)Cl (stereo not drawn) | 94.6
Cc1cccc(N2CCN(C(N)=O)CC2)c1 | 97.8

A run of entries of the results above, as a working copy:
molecule | HL-60(TB)
O=C1CN(/C=C(\c2ccccc2)S(=O)Cc2ccccc2)C(=S)N1 (stereo not drawn) | 105.8
CCCCSCSCCCC | 104.6
CCn1c2ccccc2c2cc(NC(=O)N3CCCCC3)ccc21 | 92.9
CC1(C)CC[C@]2(C(=O)OC(=O)[C@]34CCC(C)(C)C[C@@H]3C3=CC[C@@H]5[C@@]6(C)CCC(=O)C(C)(C)[C@@H]6CC[C@@]5(C)[C@]3(C)CC4)CC[C@]3(C)C(=CC[C@@H]4[C@@]5(C)CCC(=O)C(C)(C)[C@@H]5CC[C@]43C)[C@H]2C1 | 6.4*[100 µM]
CC(=O)c1ccccc1OC(F)(F)C(F)Cl (stereo not drawn) | 94.6

Going on with the list:
molecule | HL-60(TB)
CCN(CC)c1ccc(/C=C/C=C2\NC(=O)NC2=O)cc1 | 50.8
COc1cc(C(=O)/C=C/c2cc(-c3cc(OC)c(OC)c(OC)c3)n[nH]2)cc(OC)c1OC | 0.3*
O=c1[nH]c2cc(Cl)ccc2nc1/C=C(\O)c1ccc(F)cc1 | 102.7
O=C(Nc1nc2ccc([N+](=O)[O-])cc2s1)Nc1c(Cl)cccc1Cl | 82.2
CC(=O)Cc1ncn(-c2cc(C)on2)n1 | 88.5
Cc1ccc(C(=O)CC(O)c2coc(-c3ccc(Cl)cc3)n2)cc1 (stereo not drawn) | 85.0
Nc1c(C(=O)Nc2ccnc3ccccc23)sc2nc3c(cc12)C(=O)CCC3 | 72.0
C1=CC(c2nn3c(-c4ccccc4)nnc3s2)=Cc2ccccc2O1 | 37.0
Cc1ccc(N2C(=O)CCC2=O)cc1 | 104.1
COc1cc2c(cc1OCCCn1c(-c3ccccn3)nc3ccccc31)N=C[C@@H]1CCCN1C2=O | -21.7*
Cc1cc(O)cc(-c2c(-c3ccnc(-c4cccnc4)c3)cnn2C)c1 | 46.0
Cc1oc(-c2ccccc2)nc1CNC1CCCCCC1 | 84.9
N#CN1CC[C@H](C(=O)Nc2ncc(-c3ccncc3)s2)C1 | -28.5*
CC(=O)c1cccc(NC(=O)Cn2cc(CN3C(=O)c4ccccc4S3(=O)=O)nn2)c1 | 105.6
COC(=O)c1nc(N)nc(C(=O)OC)c1C(=O)c1ccc(F)cc1 | 115.3
OCCN(Cc1ccccc1)Cc1ncccc1O | 96.2
NS(=O)(=O)c1ccc(-n2nc(-c3ccc(-c4ccccc4)cc3)ccc2=O)cc1 | 89.8
Clc1ccccc1-c1nc(-c2c[nH]c3ncccc23)cs1 | 92.1[100 µM]
CNC(=O)c1cc(Oc2ccc(NC(=O)c3nc(S(C)(=O)=O)sc3-c3ccc(F)cc3)cc2)ccn1 | 27.2
O=[N+]([O-])c1ccc(-c2cnc3nonc3n2)cc1 | 41.5
Cc1cc(N2CCCCC2)nc(N2CCN(CC(=O)Nc3ccc4c(ccn4Cc4ccccc4)c3)CC2)n1 | 42.8
CC(C)(C)OC(=O)NC(=NCCC[C@H](NC(=O)OC(C)(C)C)C(=O)NCCCCCCNC(=O)OCc1ccccc1)NC(=O)OC(C)(C)C | 73.2
COc1ccc(/C=C/C(=O)n2nc(-c3ccccc3)nc2-c2ccccc2)c(OC)c1 | 95.0
COc1ccc(N2N=C(c3ccc4c(c3)OCO4)CC2c2cccc(NC(=O)CCNS(=O)(=O)c3ccc(OC)cc3)c2)cc1 (stereo not drawn) | 72.5
CCOC(=O)C[C@@H]1C(=O)N2CC[C@]3(C(=O)Nc4ccccc43)[C@H]2C[C@@H]1C(=O)OCC | 102.4
COc1ccc(C(=O)Nc2nonc2-c2ccc(OC)c(OC)c2)cc1Cl | 44.1
COc1ccc(OC)c(NC(=O)Oc2ccc(C#N)cc2)c1 | 119.0
C=C(C)[C@@H]1CC[C@]2(C(=O)N3CCN(C)CC3)CC[C@]3(C)[C@H](CC[C@@H]4[C@@]5(C)CC[C@H](OC(=O)CCC(=O)O)C(C)(C)[C@@H]5CC[C@]43C)[C@@H]12 | 87.6
CNC(=O)c1[nH]cc(-c2ccccc2)c1-c1ccccc1OC | 85.7
COc1ccc(/C=C2\COc3ccc(O)c(O)c3C2=O)c(OC)c1OC | -28.8*
COc1ccccc1C1=NO[C@H](C(=O)Nc2cccc(O)c2)C1 | 98.9
CCOc1cccc(/C(N)=N/C(N)=N/c2nc3ccccc3s2)c1 | 72.2
COc1ccc([N+](=O)[O-])cc1Nc1n[nH]c(-c2ccccc2)n1 | 109.6
CC(NC(=O)OC(C)(C)C)C(=O)NC(Cc1ccccc1)C(=O)NCC(=O)Oc1c(Cl)c(Cl)c(Cl)c(Cl)c1Cl (stereo not drawn) | 99.2
ClCCN(CCCl)C(c1ccccc1)c1ccc(Cl)cc1 (stereo not drawn) | 15.1
COC(=O)c1c(O)cc(O)c(CC=C(C)C)c1O | 87.4
O=C1/C(=N/O)CCc2ccccc21 | 59.1
C[C@@H](C[C@H](CCOC(=O)N(C)C)c1ccccc1)c1csc2ccccc12 | 76.5
Cc1nc2ccc(OCc3cn(-c4ccc(F)c(Cl)c4)nn3)cc2c(=O)n1Cc1ccccc1 | 68.0
Oc1ccc(F)c(Nc2nc(SCCN3CCOCC3)nc3c2cnn3CC(Cl)c2ccc(Br)cc2)c1 (stereo not drawn) | 2.2*
N#C/C(=C\c1ccc(-c2cccc(Cl)c2)o1)C(=O)Nc1ncc(Cc2ccc(Cl)cc2)s1 | 83.9
CC(C)COC(=O)NC(C)(C)C | 85.2
O=C(c1ccccc1)c1ccc(O)cc1O | 103.4
CC1CC(NC(=O)/C=C/C(=O)O)CC(C)(C)C1 (stereo not drawn) | 70.4
COc1ccc(CN2CC3CC3(COc3ccc(C)c(F)c3)C2)cc1F (stereo not drawn) | 90.4
COc1ccc(OC)c(NC2=N[C@]34CC(=O)CC[C@]3(C)[C@H]3CC[C@]5(C)C(=O)CC[C@H]5[C@@H]3C[C@@H]4S2)c1 | 92.5
CC1=CC(C)=Nc2ccc(Cl)cc2N1 | 101.1
CC1N=C(SCC(=O)c2ccc(F)cc2)N2C(C)N=C(SCC(=O)c3ccc(F)cc3)N12 (stereo not drawn) | 117.5
NC(CO)Cc1ccccc1 (stereo not drawn) | 91.4
Nc1c(C(=O)Nc2ccc3c(c2)OCCO3)sc2nc3c(cc12)C(=O)CCC3 | 91.5

Going on with the list.
molecule | HL-60(TB)
COc1cc(C2CC(=O)Nc3n[nH]c(-c4ccccc4)c32)cc(OC)c1OC (stereo not drawn) | 39.1
CCCCOCCOCCN | 104.3
CCCCNC(=S)NNC(=O)c1ccc(OCc2nc3ccc(C)cc3[nH]2)cc1 | 102.7
COc1ccc([C@@H]2[C@H](C(=O)O)c3ccccc3C(=O)N2c2ccc(OC)cc2)cc1 | 107.6
C[C@@]1(F)[C@H](O)[C@@H](CO)O[C@@H]1n1cnc2c(N)nc(F)nc21 | 102.0
COc1cc(/C=C/C(=O)N2CCN(C(=O)/C=C/c3ccccc3)CC2)cc(OC)c1OC | 101.0
Cc1cc(=O)[nH]c2ccc(S(=O)(=O)Nc3ccccc3)cc12 | 79.3
C=CC(=O)N(C)[C@H]1C[C@H]2OC(C)(C1OC)n1c3ccccc3c3c4c(c5c6ccccc6n2c5c31)C(=O)NC4 (stereo partly drawn) | -11.2*
Nc1nc(-c2n[nH]c(=S)n2-c2ccccc2)cs1 | 82.1
CC(=O)O/C=C(\C)C1CCC2C1(C)CC=C1C23C=CC2(CC(OC(C)=O)CCC12C)C1C(=O)OC(=O)C13 (stereo not drawn) | 111.3
NCCCNc1nc2ccccc2c2c(=O)c3cccc(F)c3sc12 | 13.9
CCCCC/C(C)=C(\C)C1CC1CCNS(=O)(=O)c1ccc(C)cc1 (stereo not drawn) | 81.7
O=C(Nc1ccc(Oc2cccc(F)c2)c(Cl)c1)c1ccncc1 | 67.1
COc1ccc(OC(C)=O)cc1 | 93.3

Filtered by structure, the compounds so far containing a thiophene ring, fused or not.
molecule | HL-60(TB)
COc1ccc2c(c1)c(-c1nc(-c3ccsc3)cs1)cn2C | 97.7
CCN(CC)CCCOC(=O)c1cc2ccccc2s1 | 116.9
Nc1c(C(=O)Nc2ccnc3ccccc23)sc2nc3c(cc12)C(=O)CCC3 | 72.0
C[C@@H](C[C@H](CCOC(=O)N(C)C)c1ccccc1)c1csc2ccccc12 | 76.5
Nc1c(C(=O)Nc2ccc3c(c2)OCCO3)sc2nc3c(cc12)C(=O)CCC3 | 91.5

Some of the compounds tested. The share of hits here may be higher or lower than overall.
